High-throughput results from PubChem.
mIAP inh: mouse IAP inhibition; purified mouse IAP, CDP-Star luminescence, 30 min; inhibition, % at 10 µM; 0.2% of 330,000 active; AID 2806;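 active means inhibition of at least 40% at 10 µM in the primary screen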;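 further: plate controls were DMSO with enzyme for no effect and no enzyme wells for full effect; values of inactives mirror those of a sister screen read the other way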
mIAP activ: increases mouse intestinal alkaline phosphatase activity; 0.24% of 330,000 active; activation factor at 10 µM; muIAP, CDP-Star luminescence, 30 min; stronger effect = higher value; 1 = vehicle-only enzyme signal, 0 = enzyme-free wells;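 active means activation factor of at least 2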; further: the source names both 10 and 20 µM as test concentration; values of inactives mirror those of a sister screen read the other way
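Assay system: mouse IAP enzyme; reagent: chemiluminescent substrate CDP-Star; dosing: test compounds delivered from DMSO solution; schedule: 30 min at room temperature; measured by: luminescence from enzymatic CDP-Star hydrolysis; controls: DMSO-only wells and no-enzyme negative control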
NLRP3 yeast inh: NALP3 inhibition in yeast | inhibition, % at 10 µM | Yeast reconstituted NLRP3/ASC/caspase-1, beta-gal luminescence, 24 h | 0.39% of 330,000 active | AID 2825;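 active means inhibition of 50% or more; inactive means inhibition below 50%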;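 further: plate controls were induced DMSO wells for no effect and uninduced yeast grown without galactose for full effect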
tim10-1 inh: inhibits growth of tim10-1 mutant yeast | S. cerevisiae tim10-1 ts strain growth, BacTiter-Glo, 24 h | inhibition, % at 20 µM | 2.2% of 330,000 active;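 active means inhibition of at least 40%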;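 further: mutant grown at 25 °C; 0% = DMSO wells with yeast and 100% = wells holding no yeast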
ATG4B inh: ATG4B (human) cysteine protease inhibition; AID 504462; inhibition, % at 8.33 µM; ATG4B cleavage of LC3-PLA2, NBD-HPC fluorescence, 1 h; Q9Y4P1; 0.51% of 340,000 active; in the data active means inhibition above about 40%
hIAP block: blocks human intestinal alkaline phosphatase | P09923 | purified IAP, CDP-Star luminescence, 30 min | inhibition, % at 10 µM | 0.12% of 330,000 active | AID 2544;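 active means inhibition reaching a set limit with compound at 10 µM in the primary screen, cut at about 35% in these data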;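 further: plate controls were DMSO wells with enzyme for no effect and no-enzyme buffer wells for full effect; values of inactives mirror those of a sister screen read the other way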
TIM10 inh: growth inhibitors of TIM10 yeast strain. AID 463195. inhibition, % at 10 µM. 1.4% of 330,000 active. S. cerevisiae TIM10 strain growth, BacTiter-Glo luminescence, 24 h;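 active means inhibition of 40% or more at the single tested concentration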;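 further: wild-type TIM10 isogenic control strain grown at permissive 25 °C; 0% = DMSO yeast wells and 100% = minimal medium wells without yeast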
Apaf1 inhib: human Apaf-1 inhibition | O14727 | reconstituted apoptosome caspase-3 activity, DEVD-Rh110 fluorescence | inhibition, % at 20 µM | AID 489030 | 0.71% of 330,000 active; active means inhibition of at least 40% at 20 µM;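 further: plate controls were DMSO wells for no effect and DEVD-CHO caspase inhibitor wells for full effect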
Target sequence (O14727 whole entry, looked up): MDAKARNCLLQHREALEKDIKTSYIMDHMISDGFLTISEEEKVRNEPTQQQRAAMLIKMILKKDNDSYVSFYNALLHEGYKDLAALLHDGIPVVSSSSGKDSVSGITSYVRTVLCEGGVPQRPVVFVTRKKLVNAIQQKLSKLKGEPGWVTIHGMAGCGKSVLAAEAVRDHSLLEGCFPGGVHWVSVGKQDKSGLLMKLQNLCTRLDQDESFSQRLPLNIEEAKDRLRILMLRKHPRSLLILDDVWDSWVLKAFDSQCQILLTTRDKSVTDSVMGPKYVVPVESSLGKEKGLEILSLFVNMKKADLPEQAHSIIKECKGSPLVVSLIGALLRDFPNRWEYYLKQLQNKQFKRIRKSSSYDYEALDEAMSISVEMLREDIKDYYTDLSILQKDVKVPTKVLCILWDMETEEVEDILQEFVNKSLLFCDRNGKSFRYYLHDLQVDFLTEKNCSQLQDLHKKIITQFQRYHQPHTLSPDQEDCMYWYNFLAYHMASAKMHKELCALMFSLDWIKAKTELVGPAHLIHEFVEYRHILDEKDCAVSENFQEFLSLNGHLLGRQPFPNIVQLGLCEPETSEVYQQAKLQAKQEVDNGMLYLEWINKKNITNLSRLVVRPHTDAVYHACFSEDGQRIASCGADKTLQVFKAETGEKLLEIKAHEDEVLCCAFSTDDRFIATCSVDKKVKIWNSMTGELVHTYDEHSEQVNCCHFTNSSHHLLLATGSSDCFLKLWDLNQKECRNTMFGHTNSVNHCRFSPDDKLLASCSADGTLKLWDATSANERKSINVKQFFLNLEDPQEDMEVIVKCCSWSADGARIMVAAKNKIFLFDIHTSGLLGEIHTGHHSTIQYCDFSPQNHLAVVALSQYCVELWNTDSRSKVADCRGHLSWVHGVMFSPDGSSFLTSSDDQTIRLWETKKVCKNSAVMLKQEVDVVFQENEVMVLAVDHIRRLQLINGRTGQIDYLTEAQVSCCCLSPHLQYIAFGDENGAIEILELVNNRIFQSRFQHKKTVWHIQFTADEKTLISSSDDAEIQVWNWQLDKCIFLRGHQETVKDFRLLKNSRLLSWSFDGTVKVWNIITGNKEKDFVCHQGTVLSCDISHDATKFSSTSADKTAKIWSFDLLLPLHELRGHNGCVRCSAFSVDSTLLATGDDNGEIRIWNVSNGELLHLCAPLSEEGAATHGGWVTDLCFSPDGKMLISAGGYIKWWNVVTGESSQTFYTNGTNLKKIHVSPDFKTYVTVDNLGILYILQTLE
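System – cell-free apoptosome with Apaf-1, procaspase-3 and caspase-9 · Buffer or medium – pH 7.5 Hepes buffer with CHAPS, BSA, DTT · Also added – cytochrome c with DEVD-Rh110 · Times – 30 min compound preincubation, 50 min activation, room temperature · Technique – Rh110 fluorescence intensity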
hIAP act: human IAP activation. P09923. purified human IAP, CDP-Star luminescence, 30 min; stronger effect = higher value; 1 = vehicle-only enzyme, 0 = enzyme-free background. activation factor at 10 µM. 0.16% of 330,000 active. AID 2524;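 active means activation factor of the enzyme at least 2-fold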; further: the source names both 10 and 20 µM as test concentration; values of inactives mirror those of a sister screen read the other way
An asterisk follows results filed as active. Hits appear at their usual frequency; any-hit rate near 4.5%.

SMILES	mIAP inh	mIAP activ	NLRP3 yeast inh	tim10-1 inh	ATG4B inh	hIAP block	TIM10 inh	Apaf1 inhib	hIAP act
O=C(COC(=O)c1ccc([N+](=O)[O-])o1)Nc1cccc2ccccc12	-8	1.1	3	-37	-2	7	-97	0	0.93
O=C(Nc1cc(S(=O)(=O)N2CCOCC2)ccc1OCC(F)(F)F)C1=COCCO1	-4	1	13	17	-5	-25	-2	11	1.3
Cc1cccc2nc3c(nc12)-c1ccccc1C3=O	5	0.95	20	2	-10	12	11	-3	0.88
CCCC(=O)Nc1nnc(-c2cccc(OCC)c2)s1	0	1	25	4	0	-16	-1	19	1.2
S=c1[nH]nc(-c2ccco2)n1/N=C/c1cccc(Cl)c1Cl	6	0.94	28	41*	23	19	32	18	0.81
COc1ccc(-c2ccc(SCC(=O)c3cccs3)nn2)cc1OC	-2	1	-27	20	-8	-4	21	7	1
O=C(CCN1CCCCC1=O)NC1CCCc2c1cnn2-c1ccccc1F (centres undefined)	2	0.98	-3	5	6	2	-9	-6	0.98
NNC(=O)/C(=C/c1cccs1)NC(=O)c1ccccc1Cl	-17	1.2	1	19	0	-10	12	7	1.1
O=C1C=C(c2cc3ccccc3s2)C[C@@H](c2ccc(F)cc2)C1	11	0.89	9	27	2	15	15	4	0.85
CCOc1cc(/C=N/NC(=O)CCn2nnc3ccccc32)ccc1O	-9	1.1	-23	12	29	-10	3	-8	1.1
O=C(C[C@@H]1C/C=C\C[C@@H](Cc2ccc(F)cc2)C(=O)OC[C@@H](Cc2c[nH]c3ccccc23)NC1=O)NCCO	4	0.96	15	5	-12	2	0	5	0.98
O=C(Nc1cc(-c2nc3ncccc3o2)ccc1Cl)c1cccs1	-3	1	26	-3	-5	-1	2	5	1
O=C(CSc1nnc(NC(=O)c2ccco2)s1)NCc1ccc2c(c1)OCO2	-5	1	1	2	-8	6	-24	0	0.94
O=C(Cn1cc(C(=O)C2CC2)c2ccccc21)NC1CCCC1	-6	1.1	-10	7	-2	1	3	-1	0.99
COc1ccc(NC(=O)C2CCCN(C(=O)Nc3ccc(OC)cc3)C2)cc1 (centres undefined)	0	1	6	16	-14	-10	-1	7	1.1
OCCC1CN(Cc2cccn2-c2ccccn2)CCN1C1CCCCC1 (centres undefined)	4	0.95	-14	9	-8	19	-13	0	0.81
CC1/C(=N/O)CC(c2ccccc2)NC1c1ccccc1 (centres undefined)	-10	1.1	10	7	-2	9	-15	-5	0.91
O=C1c2ccccc2C(=O)N1CCc1nc(-c2cccnc2)no1	5	0.95	23	-1	2	3	8	-10	0.97
O=C(O)c1cc(-c2cccnc2)nc2ccccc12	0	1	-3	10	0	15	16	-7	0.85
COc1ccccc1NS(=O)(=O)c1cccc(NC(=O)C(C)NC(=O)c2ccco2)c1 (centres undefined)	-2	1	15	1	-12	-5	7	3	1
O=C(NCCC1CCCCN1S(=O)(=O)c1ccc(F)cc1)C(=O)NC1CCCC1 (centres undefined)	5	0.95	14	13	-6	-2	5	2	1
CCn1cc(C(=O)OCC(=O)Nc2ccc(C(C)C)cc2)c(=O)c2ccc(C)nc21	7	0.93	9	17	4	24	16	13	0.76
CC(C)NC(=O)c1sc(=S)n2c1[nH]c(=O)c1ccc(C(=O)NCCc3ccc(Cl)cc3)cc12	12	0.88	23	33	5	11	-1	10	0.89
O=C(NS(=O)(=O)c1ccc(NC(=O)C2CCCO2)cc1)c1ccccc1 (centres undefined)	1	0.99	9	7	13	-12	-7	0	1.1
Cc1ccccc1NC(=O)n1ncc2cc(Cl)ccc21	1	0.99	32	4	-3	0	-2	3	1
c1ccc(CNc2nc(NCc3ccco3)nc(N3CCOCC3)n2)cc1	1	0.99	10	27	10	-11	18	-8	1.1
Cc1nnc(N/N=C/c2ccccn2)[nH]c1=O	6	0.94	-2	-7	2	-41	-15	-14	1.4
COc1ccc(-n2nc([N+](=O)[O-])c(=NCCc3cccc(C)c3)n2O)cc1	18	0.82	-4	34	-6	-4	32	-5	1
COc1ccccc1OCCn1c(C(C)O)nc2ccccc21 (centres undefined)	-4	1	17	7	-18	7	4	1	0.93
COc1ccc(-c2oc3ccc(N4CCOCC4)cc3c2C#CC2(O)CCCCC2)cc1	-5	1.1	0	41*	-23	-10	23	25	1.1
C/C(=N\O)C(=O)Nc1ccccc1	-21	1.2	22	4	-12	-10	-15	-8	1.1
CC(C)Oc1ccc(/C=C(\C#N)C(=O)NC2CC2)cc1	-1	1	26	-6	5	8	-13	-15	0.92
CN(C(=O)c1ccc(-c2nn(C)c(=O)c3ccccc23)cc1)C1CCCCC1	-5	1	1	20	1	-25	20	11	1.2
COc1ccc(NC2=NC(=S)N(c3ccc(C)cc3)C23CCCCC3)cc1	-8	1.1	23	14	-5	-22	-6	1	1.2
COC(=O)c1ccc(N2CCN(C)CC2)c(NC(=O)COc2ccc(OC)cc2)c1	-7	1.1	0	15	-12	-12	-10	3	1.1
COc1cc2ncnc(NCc3ccc(Cl)cc3)c2cc1OC	-34	1.3	14	-5	-13	5	-9	6	0.95
CCCCN(CC)CCNC(=O)CNC(=O)Cn1ccc2ccccc2c1=O	-2	1	7	-16	5	-12	-15	-22	1.1
CCOC(=O)c1cc(C#N)c(N2CCCCC2)nc1-c1ccccc1	7	0.93	-3	-4	-6	1	-5	16	0.99
COCCOc1cc2ncnc(N3CCC(C(=O)O)CC3)c2cc1OCCOC	-2	1	26	12	-5	-6	0	-2	1.1
Cc1ccc(N(CC(=O)NC2CCCC2)C(=O)c2nsc(Cl)c2Cl)cc1	2	0.98	6	10	-11	21	18	6	0.79
CCN(CC(=O)Nc1sc2c(c1C#N)CCC(C)C2)CC(=O)NC1CCS(=O)(=O)C1 (centres undefined)	-4	1	0	7	-8	-26	-12	3	1.3
COC(=O)c1c(NC(=O)CN2CCN(C(=O)c3ccco3)CC2)c2c(C)cccc2n1C	0	1	18	4	-5	-14	2	-18	1.1
CC(C)(C)c1ccc(C(=O)NCC(=O)OCC(=O)N2CCN(S(=O)(=O)c3ccc(Cl)cc3)CC2)cc1	-3	1	7	11	-26	-3	6	14	1
COCCc1nc2ccc(C(=O)NCc3cccc(-n4cccn4)c3)cc2o1	-10	1.1	9	1	-4	-18	-7	2	1.2
COc1ccccc1C(=O)Nc1cccc2cccnc12	2	0.98	31	48*	-10	5	35	20	0.95
Cc1ccc(NC(=S)NCc2ccccc2Cl)c(C)c1	-27	1.3	21	9	5	-5	11	4	1.1
CCCOC(=O)CCn1c(=S)oc2ccccc21	-2	1	22	37	-8	-18	-6	12	1.2
O=C1CN(C(=O)c2ccco2)C(c2ccccc2)c2cc(Cl)ccc2N1 (centres undefined)	-1	1	-14	11	-6	-6	7	15	1.1
CCCn1c(CN2CCN(C(=O)c3ccco3)CC2)nc2c1c(=O)n(C)c(=O)n2C	-23	1.2	9	-22	4	-4	0	-1	1
CCOC(=O)c1c(C)n(-c2ccc(C)cc2)c2ccc(OCC(O)CNCC3CCCO3)cc12 (centres undefined)	3	0.97	17	19	6	-16	32	21	1.2
Cc1ccc(C(=O)COC(=O)CCNS(=O)(=O)c2ccccc2F)cc1	-1	1	18	-5	0	8	1	3	0.92
CCOC(=O)C(CC)Sc1nnc2n1C(C)(C)Cc1ccccc1-2 (centres undefined)	2	0.98	1	35	-1	-9	4	5	1.1
CCN(CC)S(=O)(=O)c1cccc(C(=O)NCCc2ccccc2)c1	2	0.98	18	16	1	3	-10	5	0.97
COc1ccc(N2CCN(Cc3nc4scc(-c5cccs5)c4c(=O)[nH]3)CC2)cc1	12	0.88	11	3	-8	-15	-3	34	1.2
CC1CC1C(=O)NCCc1ccc(Cl)cc1 (centres undefined)	2	0.98	7	-5	-12	7	-6	-3	0.93
COc1cccc(NC(=O)CN(C)C(=O)c2ccccn2)c1	10	0.91	13	-5	3	-4	-9	-2	1
CC(=O)N1CCN(S(=O)(=O)c2cccc(C(=O)Nc3ccc4c(c3)OCO4)c2)CC1	2	0.98	17	-4	0	-2	5	-17	1
Cn1c(=S)[nH]c2ccccc21	-1	1	-14	-2	-2	14	14	-10	0.86
COc1ccc(CN2C(=O)C(O)(CC(=O)c3c(C)n[nH]c3C)c3ccccc32)cc1OC (centres undefined)	4	0.96	-2	10	7	-19	5	3	1.2
S=C(Nc1ccc(Oc2ccccc2)cc1)NC1CCCCC1	-250	3.5*	27	25	18	4	40*	25	0.96

Profiles from above. Order of values: mIAP inh | mIAP activ | NLRP3 yeast inh | tim10-1 inh | ATG4B inh | hIAP block | TIM10 inh | Apaf1 inhib | hIAP act
Profile of Cn1c(=S)[nH]c2ccccc21 : -1 | 1 | -14 | -2 | -2 | 14 | 14 | -10 | 0.86
Profile of CCOC(=O)C(CC)Sc1nnc2n1C(C)(C)Cc1ccccc1-2 (centres undefined) : 2 | 0.98 | 1 | 35 | -1 | -9 | 4 | 5 | 1.1
Profile of COc1ccc(N2CCN(Cc3nc4scc(-c5cccs5)c4c(=O)[nH]3)CC2)cc1 : 12 | 0.88 | 11 | 3 | -8 | -15 | -3 | 34 | 1.2
Profile of CC(=O)N1CCN(S(=O)(=O)c2cccc(C(=O)Nc3ccc4c(c3)OCO4)c2)CC1 : 2 | 0.98 | 17 | -4 | 0 | -2 | 5 | -17 | 1
Profile of CCOC(=O)c1c(C)n(-c2ccc(C)cc2)c2ccc(OCC(O)CNCC3CCCO3)cc12 (centres undefined) : 3 | 0.97 | 17 | 19 | 6 | -16 | 32 | 21 | 1.2

Later entries
SMILES	mIAP inh	mIAP activ	NLRP3 yeast inh	tim10-1 inh	ATG4B inh	hIAP block	TIM10 inh	Apaf1 inhib	hIAP act
COc1ccc(O)c(/C=N/NC(=O)c2ccc(N3CCCC3=O)cc2)c1	14	0.86	3	-23	-12	-74	3	-3	1.7
CCC(C)(C)NC(=O)CN(CC1CCCO1)C(=O)CNS(=O)(=O)c1ccccc1 (centres undefined)	7	0.93	16	0	-6	12	-13	-4	0.88
CCn1c(=O)cc(SCC(=O)N2CCC(C)CC2)c2ccccc21	5	0.95	-2	8	-1	16	17	-8	0.84
COc1ccc(NC(=S)NCC(c2cccnc2)N2CCOCC2)cc1 (centres undefined)	2	0.98	-7	6	0	8	8	-22	0.92
Cc1ccc(S(=O)(=O)N2CCN(C(=O)c3c(C)nn(-c4ccccc4)c3Cl)CC2)cc1	-4	1	10	11	-5	-8	26	16	1.1
Cc1ccc(N=Cc2c(O)n(C)c(=O)n(C)c2=O)nc1	2	0.98	8	40*	13	-3	43*	-21	1
CCOC(=O)CNC=C(C(=O)OCC)C(=O)OCC	-11	1.1	21	0	0	15	-4	-1	0.85
CCOC(=O)C1(Cc2ccc(Cl)cc2)CCN(C(=O)c2cc(C)nc(C)n2)CC1	0	1	1	24	0	-11	12	0	1.1
COc1ccc(C(=O)C2CCN(CC(=O)Nc3ccc(C)cc3)CC2)cc1	4	0.96	32	6	0	8	-6	20	0.93
COCCn1c(Cc2ccccc2)nnc1SCC(=O)N1CCCCC1C (centres undefined)	6	0.94	-3	9	-10	9	-7	-2	0.91
COC(=O)N/N=C(\C)c1cccs1	-11	1.1	12	11	9	-27	7	-13	1.3
Cc1ccc(C(=O)N/C(=C/c2ccco2)C(=O)NC2CCS(=O)(=O)C2)cc1 (centres undefined)	-1	1	3	3	-3	-6	0	5	1.1
Cc1ccc(NC(=O)Cn2nnc3ccccc3c2=O)cc1C	2	0.98	9	6	-9	1	12	-8	0.99
